Bioassay records (PubChem BioAssay)
MBNL1-CUG inh: blocks human MBNL1 binding to CUG repeat RNA; Q9NR56; TR-FRET MBNL1-His/biotin-(CUG)12 binding, 665/545 ratio; Potency, µM (series often up to 57.5 µM), for inactives: top-dose activity change, negative = inhibition, usual class: inhibitors; 280,000 compounds, 0.036% hits; AID 2675; active = well fitted inhibition curve with a large enough effect in the signal ratio, with a control signal flat, not every such curve was filed as active; inconclusive = small, poorly fitted or top-dose-only effect, or effect the other way, or a change in a side signal; inactive = no such curve, though single readings can be large or run the other way; the % refers to the signal ratio; note: % is set by controls: 0 for no effect and ±100 for the full control effect
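Ratiometric TR-FRET (665 over 545 nm, excitation 340 nm) tracks disruption of MBNL1-His/biotin-(CUG)12 complex after 60 min at room temperature, with compounds at 92 nM to 58 uM final.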
uPA generation: cell surface uPA generation inhibition. cell surface uPA generation assay, qHTS. Potency, µM (series often up to 38.3 µM), for inactives: top-dose activity change, negative = inhibition, most hits filed as inhibitors. 330,000 compounds, 0.31% hits. AID 540303; active = well fitted inhibition curve with a large enough effect; inconclusive = small, poorly fitted or top-dose-only effect; inactive = no such curve, though single readings can be large or run the other way; tested in mouse RAW 264.7 cells; note: % is set by controls: 0 for no effect and ±100 for the full control effect; nearly all actives have a fitted effect of over 55% in size
Gal4-VP16 FLuc: counter-screen for ROR gamma inhibitors: Gal4-VP16 reporter; Potency, µM (titrated, usually from 53.6 µM), for inactives: at the top dose activity, negative = inhibition, usual class: inhibitors; 310,000 compounds, 3.5% hits; Drosophila S2 Gal4-VP16 UAS-luciferase, luminescence, 20 h;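 note: Gal4-VP16 expression switched on by copper sulfate through the metallothionein promoter; % is set by controls: 0 for no effect and ±100 for the full control effect; nearly all actives have a fitted effect of over 50% in size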
ELG1 genotox: induces genotoxicity in HEK293T cells with luciferase-tagged ELG1. 330,000 compounds, 1.3% hits. Potency, µM (highest dose often 46 µM), for the others: at the top dose activity change, positive = activation, usual class: activators. HEK293T ELG1-luciferase reporter, luminescence, 16 h; note: % of control where 0% means no effect; nearly all actives have a fitted effect of over 60% in size
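Genotoxicity was scored as increased ELG1-luciferase reporter signal, measured by ONE-Glo luminescence (30 min, room temperature). Compound or vehicle exposure of the HEK293T reporter cells lasted 16 hr at 37°C.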
RORgamma inh: blocks mouse ROR gamma transcriptional activity; Potency, µM (series often up to 53.6 µM), for the others: at the highest dose activity change, negative = inhibition, usual class: inhibitors; P51450; Drosophila S2 Gal4-RORgamma UAS-luciferase reporter, 20 h; AID 2551; 310,000 compounds, 5.4% hits; note: % is set by controls: 0 for no effect and ±100 for the full control effect; nearly all actives have a fitted effect of over 60% in size
Target sequence (P51450 whole entry, looked up, the tested form may be a part): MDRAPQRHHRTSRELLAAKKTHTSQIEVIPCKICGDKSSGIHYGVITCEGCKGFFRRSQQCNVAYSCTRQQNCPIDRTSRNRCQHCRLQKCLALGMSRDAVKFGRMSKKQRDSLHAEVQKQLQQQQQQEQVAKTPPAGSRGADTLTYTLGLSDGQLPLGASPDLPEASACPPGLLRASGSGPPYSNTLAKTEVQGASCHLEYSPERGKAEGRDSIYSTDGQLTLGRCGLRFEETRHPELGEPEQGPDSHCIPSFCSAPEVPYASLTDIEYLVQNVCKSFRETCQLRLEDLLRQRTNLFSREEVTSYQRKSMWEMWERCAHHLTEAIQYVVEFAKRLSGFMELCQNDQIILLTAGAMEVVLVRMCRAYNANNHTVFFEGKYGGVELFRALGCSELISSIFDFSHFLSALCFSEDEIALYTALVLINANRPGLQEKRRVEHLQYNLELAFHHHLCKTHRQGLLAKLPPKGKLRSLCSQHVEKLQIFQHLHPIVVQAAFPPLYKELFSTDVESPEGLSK
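Luciferase reporter read in Schneider cells carrying Gal4-RORγ (mouse) and UAS-Photinus luciferase; cells given compound 1 h before 700 uM copper sulfate induction, then incubated 20 h at ambient temperature.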
p53 reactivator: restores transcriptional activity of mutant p53 | Potency, µM (titrated, usually from 92.2 µM), inactives show at the top dose activity change, positive = activation, usual class: activators | AID 504706 | 320,000 compounds, 0.063% hits | H1299 p53-A138V BP100-luciferase reporter, luminescence, 24 h; note: % of control where 0% means no effect; nearly all actives have a fitted effect of over 45% in size
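p53-null H1299 cells stably carrying temperature-sensitive p53-A138V and a BP100-luciferase reporter were pinned with compounds (4-point, 1:5 series) and held 24 hrs at 37 deg C. Luminescence was read 10 min after detection reagent.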
Rab9 promoter act: activators of Rab9 promoter; Huh7 Rab9 promoter-luciferase reporter, luminescence, 24 h; Potency, µM (doses to about 9.22 µM), without a hit: at the top dose activation, negative = inhibition, actives largely listed as activators; 320,000 compounds, 2.8% hits; AID 485297; note: % of control where 0% means no effect; nearly all actives have a fitted effect of over 60% in size
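Rab9 promoter-driven luciferase in stably transfected Huh7 cells; 1500 cells/well rested 2 h, exposed to compound in DMSO for 24 h at 37 °C, 5% CO2. Luminescence read 10 min after adding luciferase reagent at ambient temperature.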
BRCA1 expr up: activators of BRCA1 expression; 380,000 compounds, 1.1% hits; Potency, µM (titrated, usually from 46.1 µM), for the others: at the highest dose activation, hits mostly activators; AID 624202; MCF7-BRCA1-FFLuc reporter, luminescence, 48 h; response scale: scaled: vehicle 0%, 10 µM genistein 100%; note: nearly all actives have a fitted effect of over 80% in size; some results filed as inactive show a strong effect at the top dose
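Using MCF7 cells harboring a BRCA1 firefly luciferase reporter, plated 2 h before compound pinning, the screen measured luminescence after 48 h incubation. Responses were normalized to DMSO and 10 microM genistein, then fitted for concentration-effect.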
FLuc modulator: inhibits or activates purified firefly luciferase, miR-21 counter-screen | P08659 | purified FLuc, Km substrates, luminescence inhibition | Potency, µM (top dose mostly 57.5 µM), inactives show at the top dose activity change, negative = inhibition, hits mostly inhibitors | 360,000 compounds, 6.9% hits;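 note: plate controls were vehicle for no effect and reference inhibitor for full effect; nearly all actives have a fitted effect of over 55% in size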
Target sequence (P08659 whole entry, looked up): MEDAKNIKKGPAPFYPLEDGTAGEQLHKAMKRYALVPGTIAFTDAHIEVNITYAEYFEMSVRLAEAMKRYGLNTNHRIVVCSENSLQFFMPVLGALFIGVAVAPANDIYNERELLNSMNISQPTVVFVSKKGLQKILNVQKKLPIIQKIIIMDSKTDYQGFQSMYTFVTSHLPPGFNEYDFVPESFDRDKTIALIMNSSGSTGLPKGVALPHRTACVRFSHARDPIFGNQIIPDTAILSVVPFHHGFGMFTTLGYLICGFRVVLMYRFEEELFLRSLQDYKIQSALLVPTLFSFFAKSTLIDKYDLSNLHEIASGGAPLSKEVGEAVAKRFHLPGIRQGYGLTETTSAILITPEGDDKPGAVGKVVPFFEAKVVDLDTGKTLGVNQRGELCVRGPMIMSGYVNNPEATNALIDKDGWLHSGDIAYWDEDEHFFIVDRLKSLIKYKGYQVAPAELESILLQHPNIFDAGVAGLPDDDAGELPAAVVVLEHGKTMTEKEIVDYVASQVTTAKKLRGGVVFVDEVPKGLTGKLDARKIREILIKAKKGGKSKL
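Purified P. pyralis luciferase (10nM final) with 10uM D-luciferin and 10uM ATP (Km levels) in 50mM Tris acetate pH 7.5, 10mM Mg acetate, 0.01% Tween-20, 0.05% BSA; qHTS 6-point titration, ~60 µM downward; luminescence read.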
NPC1 promoter act: NPC1 promoter activation. Huh7 NPC1 promoter luciferase reporter, 24 h. Potency, µM (series often up to 9.22 µM), for the others: top-dose activation, most hits filed as activators. 320,000 compounds, 2.4% hits. AID 485313;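 note: % of control where 0% means no effect; nearly all actives have a fitted effect of over 60% in size; reporter is driven by a mutant NPC1 promoter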
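Stably transfected Huh7 (NPC1 promoter→luciferase), 1500 cells/well in Opti-MEM + 10% FBS, 2 h settle, then compound 24 h at 37 °C. Luminescence after 10 min with Amplite reagent.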
MLL CXXC-DNA inh: inhibitors of human MLL CXXC domain-DNA interaction; Potency, µM (highest dose often 115 µM), without a hit: at the top dose activity change, negative = inhibition, usual class: inhibitors; Q03164; MLL-CXXC / FITC-HOXA9 DNA fluorescence polarization; 290,000 compounds, 0.037% hits; active = well fitted inhibition curve with a large enough effect in the polarisation, with a control signal flat, not every such curve was filed as active; inconclusive = small, poorly fitted or top-dose-only effect, or effect the other way, or a change in a side signal; inactive = no such curve, though single readings can be large or run the other way; the % refers to the polarisation
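Steps: dispense CXXC domain solution (7 uM) → pin compounds or unlabeled HOX-A9 DNA control → 5 min ambient → add FLSN-HOX-A9 solution (50 nM) → spin → 30 min ambient → fluorescence polarization. Tris pH 7.5/NaCl/DTT/BSA buffer.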
Starred values were filed as active, the others as inactive; ? = inconclusive; / = no result given; & = joins results of further samples; [ ] = remark or other dose. Unless noted, calls come from the whole dose curve; as a rule, active = well fitted curve in the direction sought with a large enough effect; inconclusive = small, poorly fitted or top-dose-only effect, or another doubt; inactive = no such curve, though single readings can be large; an effect the other way counts as inactive or inconclusive. Potency is the fitted concentration of half-maximal effect.

SMILES	MBNL1-CUG inh	uPA generation	Gal4-VP16 FLuc	ELG1 genotox	RORgamma inh	p53 reactivator	Rab9 promoter act	BRCA1 expr up	FLuc modulator	NPC1 promoter act	MLL CXXC-DNA inh
COC(=O)NC(=C(Cl)Cl)P(=O)(c1ccccc1)c1ccccc1	8%	-3%	-1%	-2%	2%	-2%	0%	0%	1%	-3%	4%
O=C(c1ccc2c(c1)ncn2C1CCCCCC1)N1CCC2(CC1)OCCO2	4%	-16%	-2%	0%	16%	-13%	-3%	-44%	-1%	-8%	-1%
CCC(=O)N1N=C2C3CCN(CC3)C2C1c1ccc(C)cc1 (configuration not stated)	-15%	10%	-3%	2%	-22%	8%	-11%	2%	4%	-1%	9%
Cc1nn(Cc2ccc(Cl)cc2Cl)c(Cl)c1C(=O)Nc1ccc(OC(F)F)cc1	-6%	1%	?	8%	-40%	4%	-6%	7%	-3%	-1%	3%
CC(C)CCN1CCN(Cc2c(F)cccc2Cl)CC1CCO (configuration not stated)	-5%	6%	5%	-1%	?	0%	-8%	-9%	-1%	0%	-2%
CCOC(=O)C1=C(N)Oc2cc(C)oc(=O)c2C12C(=O)N1c3c(cccc32)C(C)=CC1(C)C (configuration not stated)	-12%	/	-15%	0%	45%	-5%	-1%	-13%	0%	-4%	-3%
COc1cccc(-c2nc3ccc(N4CCN(C)CC4)cc3[nH]2)c1	?	-20%	2µM*	?	1.1µM*	-5%	?	/	0.27µM*	?	-2%
CC(=NCc1ccc2c(c1)OCO2)c1c(O)n(-c2ccccc2)c(=O)[nH]c1=O	5%	-13%	0%	7%	3%	1%	-3%	-34%	3%	1%	7%
Cc1ccc(-c2nc3ccccc3c(=O)n2-c2ccc(O)cc2)cc1	-3%	6%	-1%	-10%	?	-5%	-4%	-8%	0%	-8%	-5%
CC1CCC(N2CCN(C(=O)COc3ccccc3)CC2)CC1 (configuration not stated)	-2%	?	-16%	-1%	1%	5%	-1%	-5%	1%	1%	22%
CCCCCn1c(=O)c(C(=O)NC(C)c2ccccc2)c(O)c2ccccc21 (configuration not stated)	7%	5%	?	1%	?	3%	-3%	-52%	3%	-3%	-4%
O=C1C2CCCN2C(c2ccncc2)N1c1ccc(Cl)c(Cl)c1 (configuration not stated)	-6%	-4%	2%	2%	21%	-9%	-1%	-25%	4%	1%	5%
O=c1c2ccccc2nc(-c2ccco2)n1-c1ccncc1	11%	-3%	5%	-8%	?	-3%	4%	-14%	3%	6%	0%
COc1cc(OC)c2c(c1)O[C@@H](c1ccc(OC)c(OC)c1)[C@H](O)C2	-4%	18%	2%	2%	9%	-4%	-2%	-37%	-8%	4%	-9%
CCOP(=S)(OCC)SCC(=O)NC(C(=O)O)C(C)C (configuration not stated)	-2%	-1%	-11%	0%	-3%	-3%	1%	3%	1%	-1%	0%
C#CCNc1ccncc1S(=O)(=O)NC(=O)NC(C)C	-3%	6%	-8%	0%	-19%	0%	0%	-19%	-1%	-1%	1%
CCN(CC)P(=O)(NC(=O)C(Cl)(Cl)Cl)N(CC)CC.[Cl-].[Cl-].[Cl-].[Nd+3]	-4%	2%&10%	3%	-7%	18%	0%	1%	-26%&-16%	-7%	-1%	21%
COc1ccc(C2SCC(=O)Nc3c2c(C)nn3-c2ccccc2)cc1OC (configuration not stated)	12%	2%	1%	0%	13%	4%	-1%	-1%[1.84 µM]	0%	-2%	4%
CC(=Nc1c(C)n(C)n(-c2ccccc2)c1=O)c1c(O)n(Cc2ccccc2)c(=O)[nH]c1=O	-2%	-5%	-10%	5%	20%	-6%	7%	-3%	-1%	-2%	12%
O=c1[nH]c(=O)n(CCC2=CCCCC2)c(O)c1C=NCc1cccnc1	-7%	-4%	-13%	2%	3%	0%	19%	-21%	2%	9%	-5%
C[C@H](Cc1ccc2c(c1)OC(C(=O)O)(C(=O)O)O2)NC[C@H](O)c1cccc(Cl)c1	/	/	-2%	/	-2%	/	-2%[46.1 µM]	/	/	9%[46.1 µM]	10%
O=C(c1ccc(Cl)cc1)C1CCCN(C2CCSCC2)C1 (configuration not stated)	-2%	-3%	9%	-1%	2%	-3%	-2%	0%	1%	-8%	10%
Cc1cc(OCC(=O)NCc2ccncc2)c2c3c(c(=O)oc2c1)CCCC3	0%	11%	-29%	-8%	17%	-4%	0%	-41%	7%	2%	9%
CC(C)c1ccc(N2C(=O)NC(=O)/C(=C/c3cnc(-c4ccccc4)nc3)C2=O)cc1	7%	1%	2%	7%	10%	17%	-6%	17%	-2%	-2%	?
COc1ccc(CCNCc2ccccc2)cc1	0%	-8%	3%	3%	8%	18%	-4%[1.84 µM]	-6%	0%	-3%	-4%
CCC1C(c2ccccc2)NC(c2ccccc2)CC1(O)c1ccc(F)cc1 (configuration not stated)	-8%	5%	?	-12%	-28%	-3%	-3%	-22%	-1%	-2%	14%
O=C1C=C(c2ccc3ncccc3c2)C[C@@H](c2ccc(Cl)cc2)C1	/	?	/	-5%	/	-7%	-5%	-50%	-13%	-11%	/
CCC(=Nc1ccc2c(c1)CCC2)c1c(O)n(-c2ccc(OC)cc2)c(=O)[nH]c1=O	4%	-5%	?	-3%	?	2%	-1%	-2%	5%	-3%	-5%
C[C@]12CCC3C(CC[C@H]4C[C@H](N)CC[C@]34C)C1CC[C@H]2O (some centres not stated)	-9%	-9%	0%	-3%	9%	0%	-3%	-11%	-4%	4%	?
COc1ccc2c3c([nH]c2c1)C(C)=NCC3	?	28%	3%	-9%	?	2%	-3%	0%	8%	1%	0%
Cc1ccc(-c2nc3ccc([N+](=O)[O-])cc3[nH]2)cc1	?	?	?	?	?	3%	1.6µM*	?	0.85µM*	1.6µM*	-2%
CN1Cc2c(c(C#N)c(N)n(C)c2=S)CC1(C)C	?	5%	0%	1%	-28%	2%	-1%	-1%	-1%	-3%	?
O=c1cccc2n1CC1CNCC2C1 (configuration not stated)	-9%	-5%	0%&-12%&-3%	3%	-9%&-2%&31%	8%	-9%	7%	2%	-3%	0%
O=P(C(Cl)Cl)(N1CCCCC1)N1CCCCC1	-5%	0%	0%	-1%	18%	-1%	7%	-3%	2%	-3%	-2%
O=C(CNC(=O)c1cccc(Cl)c1)Nc1ccc(Br)cc1C(=O)c1ccccc1	/	-1%	?	-4%	8%[10 µM]	-4%	-3%	-36%	7%	2%	6%
CN(Cc1ccccc1)C(=O)CN1CCCC1=O	2%	12%	2%	0%	1%	/	0%	0%	-1%	0%	2%
CCC(=NCCN1CCCCC1)c1c(O)n(C)c(=O)n(C)c1=O	0%	9%	-3%	-3%	-5%	10%	1%	13%	4%	2%	2%
COc1cc(C=C2C(=O)NC(=O)NC2=O)cc(OC)c1OC	-3%	12%	1%	-2%	28%	-6%	-9%	-21%	-19%	0%	-2%
CCOC(=O)COc1ccc(/C=C2\C(=O)NC(=S)N(c3ccc(OC)cc3)C2=O)cc1OC	7%	11%	6%	-1%	14%	-8%	0%	2%	-17%	-3%	-3%
CN1CCN(c2ccc([N+](=O)[O-])c(N/N=C3\CN4CCC3CC4)c2)CC1	?	1%	-11%	5%	-16%	0%	-6%	12%	1%	-4%	-2%
Cc1ccc(Cc2c(C)nc3nc(SCC(=O)N4CCC5(CC4)OCCO5)nn3c2C)cc1	4%	5%	4%	-8%	19%	0%	0%	0%	4%	0%	11%
CC(=O)NC1CC2CCCC(C1)N2 (configuration not stated)	-6%	4%	-4%	4%	2%	-5%	-5%	8%	3%	0%	4%
Cc1cc(Cl)ccc1OCC(=O)N1CCN(C)CC1	-8%	-1%	12%	0%	19%	-3%	0%	1%	5%	3%	0%
CCn1ccnc1CN1CCCC(C(=O)c2ccc(OC)cc2OC)C1 (configuration not stated)	-3%	-5%	6.3µM*	-9%	3.5µM*	0%	-2%	-19%	0%	-4%	41%[activator]
COc1cc(-c2ccc(N)c(OC)c2)ccc1N	/	?	5%	7%	2%	-7%	-6%	-6%	3%	-1%	/
O=C(Cn1nc(Cc2cccnc2)c2ccccc2c1=O)N1CCC2(CC1)OCCO2	1%	/	8%[0.365 µM]	-3%	15%	-2%	0%	-12%	-2%	2%	0%

Not all compounds are listed. The share of hits here may be higher or lower than overall.
